Mcl1 Bid PPI: Mcl-1/Bid binding inhibitors, primary screen, biochemical, TR-FRET, 1536-well. inhibition, % at 21.7 µM. TR-FRET Mcl-1/Bid-Dy647 peptide binding. Induced myeloid leukemia cell differentiation protein Mcl-1 (Homo sapiens), Q07820. AID 1021, 2008. hit rate 0.97% among 220,000;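 active means compounds that cut the binding signal by more than half at the single screening dose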;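 further: His-tagged Mcl-1 with europium anti-His antibody binding Bid BH3 peptide; 0% = Mcl-1 plus peptide wells and 100% = peptide-only wells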
Bim-Mcl-1: inhibitors of Bim peptide binding to Mcl-1, primary screen, biochemical, bead-based flow cytometry, multiplex; inhibition, % at 10 µM; Induced myeloid leukemia cell differentiation protein Mcl-1 (Homo sapiens), Q07820; Bim peptide-Mcl-1 binding; hit rate 0.1% among 190,000;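 further: 0% = no compound tracer wells and 100% = peptide blocker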
Bcl-2 Bim block: inhibitors of Bim-Bcl-2 binding, primary screen, biochemical, multiplexed, human Bcl-2 family; hit rate 0.06% among 190,000; Apoptosis regulator Bcl-2 (Homo sapiens), P10415; inhibition, % at 10 µM; Bead-based flow cytometry, Bim peptide-Bcl-2 binding; in the data active means inhibition above about 40%; inconclusive means no clear call, values can overlap the other calls;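 further: 0% = no compound wells with probe peptide and 100% = reference peptide inhibitor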
RGS4-Gao reg: modulators of RGS4 binding to Galphao, primary screen, biochemical, multiplexed bead flow cytometry. Guanine nucleotide-binding protein G(o) subunit alpha (Homo sapiens), P09471. actives lie on both sides. binding response (% of control), % at 10 µM. hit rate 0.33% among 220,000; in the data active means binding response below about 49% or above about 150%; inactive means in between;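 further: fluorescent Galphao activated with aluminum fluoride binding bead-coupled RGS4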
Target sequence (P09471 whole entry, looked up): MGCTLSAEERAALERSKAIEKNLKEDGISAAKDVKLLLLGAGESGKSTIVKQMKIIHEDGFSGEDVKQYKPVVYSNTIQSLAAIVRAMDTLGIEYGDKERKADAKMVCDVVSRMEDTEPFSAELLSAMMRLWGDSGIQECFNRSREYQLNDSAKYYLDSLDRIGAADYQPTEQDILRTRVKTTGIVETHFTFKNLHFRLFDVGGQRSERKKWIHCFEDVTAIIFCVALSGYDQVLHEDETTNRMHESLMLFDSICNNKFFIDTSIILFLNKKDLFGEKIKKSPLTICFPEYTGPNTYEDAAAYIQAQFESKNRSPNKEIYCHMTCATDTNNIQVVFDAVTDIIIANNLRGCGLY
RGS8-Gao: RGS8-Galphao binding modulators, primary screen, biochemical, multiplexed bead flow cytometry; hit rate 0.34% among 220,000; response (percent of control binding), % at 10 µM; actives lie on both sides; Guanine nucleotide-binding protein G(o) subunit alpha (Homo sapiens), P09471; in the data active means response below about 60% or above about 140%; inactive means in between;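 further: Galphao activated as the GDP aluminium fluoride complex binding bead-coupled RGS8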
Bim-Bcl-XL: inhibitors of Bim-Bcl-XL binding, primary screen, biochemical, multiplexed, bead flow cytometry, human Bcl-XL; Bcl-2-like protein 1 (Homo sapiens), Q07817; Bim peptide-Bcl-XL binding, fluorescence; inhibition, % at 10 µM; hit rate 0.04% among 190,000
Target sequence (Q07817 whole entry, looked up): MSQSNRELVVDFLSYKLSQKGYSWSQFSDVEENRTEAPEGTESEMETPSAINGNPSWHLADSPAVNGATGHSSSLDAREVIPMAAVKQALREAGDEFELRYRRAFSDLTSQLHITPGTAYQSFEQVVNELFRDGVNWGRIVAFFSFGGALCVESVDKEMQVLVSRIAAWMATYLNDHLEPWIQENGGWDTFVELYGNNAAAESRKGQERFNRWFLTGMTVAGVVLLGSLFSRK
Mcl1 Noxa PPI: Mcl-1/Noxa binding inhibitors, primary screen, biochemical, TR-FRET, 1536-well; Induced myeloid leukemia cell differentiation protein Mcl-1 (Homo sapiens), Q07820; TR-FRET Mcl-1/Noxa peptide binding, 2 h; inhibition, % at 21.7 µM; hit rate 1.5% among 220,000; AID 1022, 2008;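 active means compounds that cut the protein-peptide binding signal by more than 50% relative to plate controls in a single-dose test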;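 further: His-tagged Mcl-1 with rhodamine Noxa BH3 peptide and terbium anti-His antibody; 0% = Mcl-1 plus Noxa peptide wells and 100% = peptide-only wells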
Bcl-W Bim block: inhibitors of Bim binding to Bcl-W, primary screen, biochemical, multiplexed, bead-based flow cytometry; hit rate 0.02% among 190,000; inhibition, % at 10 µM; Bim peptide-Bcl-W binding;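 further: 0% = bound tracer without compound and 100% = peptide blocker; higher means less fluorescent Bim peptide bound to Bcl-W beads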
Target sequence (Q92843 whole entry, looked up): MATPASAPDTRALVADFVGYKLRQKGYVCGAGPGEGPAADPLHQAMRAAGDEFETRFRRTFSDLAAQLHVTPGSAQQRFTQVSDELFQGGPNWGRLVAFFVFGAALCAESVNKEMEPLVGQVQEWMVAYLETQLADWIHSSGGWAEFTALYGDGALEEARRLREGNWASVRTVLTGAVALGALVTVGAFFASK
Bim-Bcl-B: inhibitors of Bim-Bcl-B binding, primary screen, biochemical, multiplexed, human Bcl-2 family. Bcl-2-like protein 10 (Homo sapiens), Q9HD36. bead-based flow cytometry, Bim peptide-Bcl-B binding. inhibition, % at 10 µM. hit rate 0.073% among 190,000. AID 951, 2007;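 further: 0% = tracer peptide without compound and 100% = reference inhibitor peptide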
Target sequence (Q9HD36 whole entry, looked up): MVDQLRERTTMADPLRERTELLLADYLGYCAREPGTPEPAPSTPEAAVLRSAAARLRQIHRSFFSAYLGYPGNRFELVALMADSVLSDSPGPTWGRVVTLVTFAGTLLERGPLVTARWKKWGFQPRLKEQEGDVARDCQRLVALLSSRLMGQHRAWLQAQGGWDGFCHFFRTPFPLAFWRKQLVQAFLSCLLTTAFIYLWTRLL
RGS7-Gao: RGS7-Galphao binding modulators, primary screen, biochemical, multiplexed bead flow cytometry; Guanine nucleotide-binding protein G(o) subunit alpha (Homo sapiens), P09471; actives lie on both sides; binding response (% of control), % at 10 µM; hit rate 0.35% among 220,000; in the data active means binding response below about 49% or above about 150%; inconclusive means no clear call, values can overlap the other calls; inactive means in between;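 further: fluorescent Galphao held in activated GDP-AlF4 state binding bead-coupled RGS7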
Bim-Bfl-1: inhibitors of Bim binding to Bfl-1, primary screen, biochemical, multiplexed, bead-based flow cytometry; hit rate 0.12% among 190,000; inhibition, % at 10 µM; Bim-Bfl-1 binding inhibition; AID 1008, 2008;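 further: 0% = wells without compound plus tracer and 100% = blocker peptide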
An asterisk follows results filed as active; ? = inconclusive; . = no result given; [ ] = remark or other dose. Unless noted, no stated cut-off is given here; in the data, active means inhibition above about 40%.

SMILES	Mcl1 Bid PPI	Bim-Mcl-1	Bcl-2 Bim block	RGS4-Gao reg	RGS8-Gao	Bim-Bcl-XL	Mcl1 Noxa PPI	Bcl-W Bim block	Bim-Bcl-B	RGS7-Gao	Bim-Bfl-1
O=C(C(=O)N1CC=C(c2ccccc2)CC1)c1c[nH]c2ccccc12	28	-2	-3	100	102	-4	8	-3	-6	103	-4
COCCCNC(=O)c1ccc2c(c1)CCN2S(C)(=O)=O	-6	0	-1	98	101	-2	4	-1	0	96	-2
COC(=O)c1cc(-c2c(C)oc3cc(OC)ccc3c2=O)c(C)o1	-6	1	-4	101	101	-2	-8	0	-4	99	-9
CCN(CC)C(=O)c1sc(NC(=O)c2cccs2)c(C#N)c1C	-4	0	0	97	104	-2	8	0	-1	100	-5
CC(=O)Nc1ccc(C2=NN(c3ccccc3)C(c3cccs3)C2)cc1 (configuration not stated)	-38	0	-1	102	102	0	13	0	-3	100	-3
COC(=O)c1ccc(/C=N/Nc2nc3ccccc3[nH]2)cc1	-88	-1	-2	101	99	0	12	-2	-10	?	-4
COC(=O)C(C)Sc1ccc2nnc(CCNS(=O)(=O)c3ccc(C)cc3)n2n1 (configuration not stated)	-4	-1	-4	97	102	-3	-11	-2	-7	108	-4
CCOc1ccc(NC(=O)C[n+]2ccc(N(C)C)cc2)cc1	-7	-3	3	91	94	-3	0	-4	-5	97	0
CCOc1ccc(C(C)NC(=O)c2ccccc2F)cc1 (configuration not stated)	-20	-1	-2	104	103	-6	7	-4	-5	101	-6
Cc1ccc(NC(=O)NC(=O)N(c2ccccc2)S(C)(=O)=O)cc1	-27	1	-6	101	104	-3	7	0	-5	100	-13
Cc1cccc(NCc2ccccc2OCc2ccccc2F)c1	-56	-2	0	93	108	-3	-1	-7	-2	92	0
C=CCCC(=O)Nc1nc(C)c(-c2csc(Nc3cc(OC)ccc3OC)n2)s1	-2	-1	0	105	103	-1	29	5	-3	103	0
Cc1onc(-c2c(F)cccc2Cl)c1C(=O)OCn1nnc2ccccc2c1=O	6	-2	-5	103	98	1	17	1	-2	103	6
Cc1nn2c(N3CCN(C(=O)c4ccco4)CC3)cc(C(C)(C)C)nc2c1-c1ccccc1	8	-1	0	102	102	-3	-17	-3	0	102	-2
COC(=O)c1ccccc1NC(=O)CSc1nccc(C)n1	-11	-1	-1	103	101	-3	-1	-1	-13	100	-6
Cc1cccc(Nc2nc(N)c([N+](=O)[O-])c(N3CCN(C)CC3)n2)c1	-17	-10	-4	100	104	-7	10	-5	-3	103	-3
COc1cccc(C2SCC(=O)N2c2cccc(C)c2)c1OC (configuration not stated)	-5	-3	-5	98	99	-9	-11	-2	-4	98	0
COCCN(C)Cc1cn(-c2ccc(F)cc2F)nc1-c1ccccc1C	-3	4	0	100	102	-2	-9	0	0	96	-4
COc1ccc(N2CCN(C(=O)c3ccc(C)cc3)CC2)c([N+](=O)[O-])c1	-11	-2	0	106	106	-6	9	-2	-8	102	0
COc1ccc(F)cc1C(=O)C1CCCN(Cc2cn(C)c3ccccc23)C1 (configuration not stated)	-58	3	-3	101	103	1	3	0	-2	101	-5
COc1cc2c(cc1OC)C1=C(C#N)CC/C(=N\S(=O)(=O)c3ccccc3)N1CC2	-11	-1	-9	99	102	-2	11	0	-8	100	-12
CC(C)C[C@H](NC(=O)OC(C)(C)C)c1nnc(SCc2cccc(F)c2)o1	-26	-1	-1	99	99	0	-9	-4	-3	99	-1
COc1ccc(CN(CC(=O)NC2CCCCC2)C(=O)CCCC(=O)Nc2ccccn2)cc1	-15	2	5	103	105	1	-7	2	2	100	-1
COc1cc2[nH]c(=O)n(CCC(=O)N3CCN(Cc4ccc5c(c4)OCO5)CC3)c(=O)c2cc1OC	-17	-1	2	98	100	-4	-4	0	-6	97	-3
C=CCOc1cccc(/C=N/NC(=O)CN(c2cc(Cl)ccc2OC)S(=O)(=O)c2ccc(C)c([N+](=O)[O-])c2)c1	-19	.	?	117	98	.	4	.	.	121	.
O=C(Nc1ccc(F)c(Cl)c1)c1nsc(Cl)c1Cl	10	.	.	98	100	.	2	.	.	?	.
COc1ccc(NC(=O)CSc2nc(N3CCCCC3)nc(N3CCCCC3)n2)cc1	-13	-2	0	100	100	-3	-13	-4	-2	97	-2
Cc1cc(C(=O)CSc2nc3ccccc3[nH]2)c(C)n1Cc1ccco1	-67	0	2	95	101	-2	18	0	-3	92	2
Nc1cc(=O)[nH]n1C1CCCCC1	-11	0	-6	89	95	-2	-3	0	-3	87	-7
CS(=O)(=O)N1CCN(c2ccc([N+](=O)[O-])c(SCc3ccco3)c2)CC1	-11	-1	-3	101	101	-4	12	0	-4	103	-4
O=C(c1ccc(Br)o1)N(c1ccc(Br)cc1)C1C=CS(=O)(=O)C1 (configuration not stated)	-31	-2	-7	99	102	-17	-3	5	-9	102	-8
COc1ccc(NC(=S)Nc2nc(CC(=O)Nc3ccccc3OC)cs2)cc1	-41	-3	-7	97	98	-7	-14	-3	-11	102	-17
COc1ccc(CCN(Cc2cccs2)S(=O)(=O)c2ccc(-n3cnnn3)c(OC)c2)cc1OC	-11	-1	-5	100	99	-5	4	0	-6	97	-9
CC(=O)c1ccc(NC(=O)Nc2ccc(Br)cc2C)cc1	-16	-1	-2	204*[activator]	88	-3	0	-3	-3	216*[activator]	-4
Cc1ccc2nc3c(cc(C#N)c(=N)n3Cc3cccnc3)c(=O)n2c1	-15	0	0	105	106	-2	14	2	0	106	-4
CCc1noc(C)c1C(=O)N1CCCC(CCC(=O)NCc2ccc(F)c(F)c2)C1 (configuration not stated)	1	-2	-6	101	99	-2	17	0	-5	102	-4
O=C(c1ccccc1)c1nn(-c2cccc(Cl)c2)ccc1=O	2	.	.	106	103	.	3	.	.	?	.
CN(c1ccccc1C(=O)Nc1cccc([N+](=O)[O-])c1)S(C)(=O)=O	1	-2	-4	101	100	-2	2	-2	-5	104	-2
O=C(NNc1cc(Cl)cc(Cl)c1)c1c(F)cccc1Cl	-6	.	.	89	96	.	-4	.	.	?	.
Cc1ccccc1NC(=O)CSc1nc2cc3c(cc2cc1C)CCC3	-3	-3	-5	100	100	-2	-65	-1	0	99	-1
Cc1cc[n+](-c2[nH]c(=O)sc2/C=N/NC([S-])=Nc2ccccc2)cc1	-64	-6	3	95	95	-8	10	-2	-7	92	1
CC(C)(C)NC(=O)COC(=O)c1ccccc1C(=O)c1ccccc1	7	2	-1	100	99	-2	23	0	0	94	-2
NC(=O)c1cc(S(=O)(=O)NC2CCCCC2)co1	-23	-6	-10	93	97	-7	19	-3	-13	90	-12
Cc1ccc(-c2cc(C(F)(F)F)n3ncc(C(=O)O)c3n2)cc1	1	0	0	110	106	-3	-4	-3	-2	108	3
Cc1ccc(S(=O)(=O)NNC(=S)Nc2ccccc2)cc1	-31	1	-5	104	103	-3	18	0	-10	96	-10
O=C(CN(Cc1cccs1)C(=O)CNS(=O)(=O)c1ccc(F)cc1)NCC1CCCO1 (configuration not stated)	-25	0	-5	99	98	-1	13	0	-6	98	-3
CCOc1ccccc1NC(=S)NCc1ccco1	-69	-2	-3	102	101	0	-3	-4	-5	98	-1
COc1ccc(/C=N/NC(=O)c2ccc(Cl)cc2Cl)cc1COC(C)=O	1	-1	-1	100	97	-1	16	-3	-4	100	0
CC(=O)Nc1ccc(-c2csc(NC(=O)Nc3ccccc3)n2)cc1	-22	-4	-5	99	99	-4	43	-4	-13	?	-7
Oc1ccc(CNCC2COc3ccccc3O2)cc1 (configuration not stated)	0	-1	0	101	100	-1	13	-1	-4	100	2
CCn1c(SCC(=O)Nc2ccccc2OC)nc(O)cc1=O	-25	.	.	96	99	.	-6	.	.	?	.

In the list so far, 11 contain fluorine.
SMILES	Mcl1 Bid PPI	Bim-Mcl-1	Bcl-2 Bim block	RGS4-Gao reg	RGS8-Gao	Bim-Bcl-XL	Mcl1 Noxa PPI	Bcl-W Bim block	Bim-Bcl-B	RGS7-Gao	Bim-Bfl-1
CCOc1ccc(C(C)NC(=O)c2ccccc2F)cc1 (configuration not stated)	-20	-1	-2	104	103	-6	7	-4	-5	101	-6
Cc1cccc(NCc2ccccc2OCc2ccccc2F)c1	-56	-2	0	93	108	-3	-1	-7	-2	92	0
Cc1onc(-c2c(F)cccc2Cl)c1C(=O)OCn1nnc2ccccc2c1=O	6	-2	-5	103	98	1	17	1	-2	103	6
COCCN(C)Cc1cn(-c2ccc(F)cc2F)nc1-c1ccccc1C	-3	4	0	100	102	-2	-9	0	0	96	-4
COc1ccc(F)cc1C(=O)C1CCCN(Cc2cn(C)c3ccccc23)C1 (configuration not stated)	-58	3	-3	101	103	1	3	0	-2	101	-5
CC(C)C[C@H](NC(=O)OC(C)(C)C)c1nnc(SCc2cccc(F)c2)o1	-26	-1	-1	99	99	0	-9	-4	-3	99	-1
O=C(Nc1ccc(F)c(Cl)c1)c1nsc(Cl)c1Cl	10	.	.	98	100	.	2	.	.	?	.
CCc1noc(C)c1C(=O)N1CCCC(CCC(=O)NCc2ccc(F)c(F)c2)C1 (configuration not stated)	1	-2	-6	101	99	-2	17	0	-5	102	-4
O=C(NNc1cc(Cl)cc(Cl)c1)c1c(F)cccc1Cl	-6	.	.	89	96	.	-4	.	.	?	.
Cc1ccc(-c2cc(C(F)(F)F)n3ncc(C(=O)O)c3n2)cc1	1	0	0	110	106	-3	-4	-3	-2	108	3
O=C(CN(Cc1cccs1)C(=O)CNS(=O)(=O)c1ccc(F)cc1)NCC1CCCO1 (configuration not stated)	-25	0	-5	99	98	-1	13	0	-6	98	-3
